Compound activity as filed in PubChem.
UDG counterscr: counter-screen for AID inhibitors: uracil-DNA glycosylase inhibition | FRET deamination/UDG coupled assay, UDG read, 4 h | Potency, µM (top dose mostly 115 µM), for the others: at the highest dose activity change, negative = inhibition, usual class: inhibitors | 91,000 compounds, 0.14% hits; note: nearly all actives have a fitted effect of over 65% in size
AID inh: blocks human AID cytidine deaminase activity | Q9GZX7 | AID deamination FRET fluorescence, UDG-coupled, 4 h | Potency, µM (titrated, usually from 115 µM), for the others: at the top dose activity change, negative = inhibition, actives largely listed as inhibitors | 91,000 compounds, 0.32% hits | AID 1347428; note: nearly all actives have a fitted effect of over 25% in size
Target sequence (Q9GZX7 whole entry, looked up): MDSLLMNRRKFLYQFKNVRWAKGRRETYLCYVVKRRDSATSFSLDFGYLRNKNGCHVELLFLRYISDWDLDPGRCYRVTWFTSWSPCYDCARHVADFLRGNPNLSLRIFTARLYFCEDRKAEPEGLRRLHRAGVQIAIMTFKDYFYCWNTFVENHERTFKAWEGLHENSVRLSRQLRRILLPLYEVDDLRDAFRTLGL
* marks the source's active call; other numbers are inactive results; ? = inconclusive; & = joins results of further samples; [ ] = another dose, or the depositor's remark. Calls come from the whole dose curve; as a rule, active = well fitted curve in the direction sought with a large enough effect; inconclusive = small, poorly fitted or top-dose-only effect, or another doubt; inactive = no such curve, though single readings can be large; an effect the other way counts as inactive or inconclusive. % is set by controls: 0 for no effect and ±100 for the full control effect; potency is the fitted concentration of half-maximal effect. Some of the compounds tested; the hit share may differ from the screen's.

SMILES	UDG counterscr	AID inh
COc1cccc(CNC(=O)C2CCCN(c3nc4ccccc4n4cccc34)C2)c1 (configuration not stated)	-6%[57.5 µM]	-5%
Cc1cc(OC(C)C(=O)N2CCN(CCc3ccccn3)CC2)ccc1Cl (configuration not stated)	1%[57.5 µM]	13%[57.5 µM]
Cc1ccc2oc(=O)n(CCCOc3ccc(Cl)cc3)c2c1	?	?
CCCNC(=O)NC(=O)CN1CCCC1	4%	0%
Cc1ccc(CNC(=O)c2ccc3c(c2)CCN3S(=O)(=O)c2ccc(Br)cc2)cc1	2%	-6%
Cc1cccc(NS(=O)(=O)c2ccc3c(c2)CCN3C(=O)C2CC2)c1C	1%	-20%
COc1ccc(C(=O)Nc2nnc(SCc3cc(=O)n4cc(Cl)ccc4n3)s2)cc1	1%	5%
O=C(CNC(=O)c1ccccc1Cl)OCc1cc(=O)n2ccsc2n1	9%	40%[activator]
COc1ccc(C(=O)Nc2oc3ccccc3c(=O)c2-c2ccc(Cl)cc2)cc1	-6%	3%
COc1ccccc1NC(=O)Cn1c(=O)n(Cc2nc(C)no2)c(=O)c2cc3c(cc21)OCO3	7%&6%	-2%&18%
CCc1cccc(NC(=O)c2n[nH]c(=O)c3ccccc23)c1	-17%	-5%
CCN(CC)C(=O)Nc1ccc2c(c1)N(Cc1ccccc1)C(=O)c1ccccc1S2	3%[57.5 µM]	13%
CCOc1ccc(S(=O)(=O)c2c(C(=O)c3ccc(C)c(C)c3)cnc3ccccc23)cc1	-21%	?
Cc1[nH]c2ccccc2c1C(c1ccccc1)c1cccs1 (configuration not stated)	-6%	?
C#CCNCc1ccc(F)cc1	-3%	-3%
CCOCCCNc1ncnc2onc(C)c12	0%	18%
CCc1ccc(-n2c(=O)c3cccnc3n2CC(=O)NCc2ccccc2)cc1	-7%	-3%
COC(=O)c1cc(N2CCOCC2)ccc1NC(=O)c1cccc(C#N)c1	-13%	6%
Cc1ccc(CCNC(=O)c2c3c(nc4ccccc24)C(=O)N(C2CCCCC2)C3)cc1	77%[activator]	-5%
CCC(=O)N1c2ccccc2CC1C(=O)NCCc1ccc(Cl)cc1 (configuration not stated)	-2%	-11%
COc1ccc(Cc2nc3ccc(C(=O)NCCCN4CCN(C)CC4)cc3o2)cc1	?	-15%
CC1=CC(=O)C(C(=O)/C=C/c2cccs2)C(=O)O1 (configuration not stated)	1%	-12%
COc1ccc(C(=O)/C=C/c2ccc(Br)cc2)cc1	1%	-15%
CC(C)c1ccc(CN(C(=O)c2nn(C)c(=O)c3ccccc23)C2CC2)cc1	2%	-17%
CSCC[C@@H](NC(=O)C(c1ccccc1)c1ccccc1)C(=O)O	-9%	2%
CCCCOc1cc(O)c2c(=O)cc(-c3ccccc3)oc2c1	?	-6%
Cc1ccc(NC(=O)Cn2nnc(-c3nc(-c4ccncc4)no3)c2N)cc1	3%	6%
CCN(CC)CCCCCCCCOC(=O)c1cc(OC)c(OC)c(OC)c1	-14%	-24%
Cc1ccc(OC(=O)CSc2nnc(CNC(=O)c3ccccc3)o2)cc1	5%	-1%
Cc1noc2ncnc(Nc3ccc(F)cc3)c12	-13%	12%
CCOc1ccc(NC(=O)c2c(C)oc3nc(C)nc(N4CCCC4)c23)cc1	7%	2%
N#Cc1ccccc1CNc1cccc(Cl)c1F	-3%	-3%
O=C(CSc1nc2c([nH]c3ccccc32)c(=O)n1-c1cccc(Cl)c1)NCC1CCCO1 (configuration not stated)	0%	9%
CCOc1ccc(CCNC(=S)NC(=O)c2ccc(F)cc2Cl)cc1OCC	13%	3%
CC(C)c1cccc(C(C)C)c1NC(=O)COC(=O)Cc1n[nH]c(=O)c2ccccc12	0%	2%
COc1ccc(NC(=O)c2coc(=O)c3ccccc23)cc1OC	6%[57.5 µM]	1%[57.5 µM]
Cc1ccc(-c2ccc(OC(=O)c3ccc(C)c(Br)c3)cc2)cc1	1%	-2%
CCN(CC)C(=O)CSc1nc(-c2ccc(C)cc2)nc2c1Cc1c(CO)cnc(C)c1O2	5%	45µM*
CC(=O)c1c(C)oc2c1cc(NS(=O)(=O)c1ccc(Cl)c(C)c1)c1ccccc12	-19%[57.5 µM]	?
O=C(O)c1ccc(CNCc2ccco2)cc1	0%	10%
CCOCCCNC(=O)/C(C#N)=C\c1cccc(F)c1	5%	4%
O=C1CCC(=O)C1	5%	3%
CCOC(=O)CNC(c1ccccc1)c1cc(Br)ccc1NC(=O)c1ccc(Cl)cc1 (configuration not stated)	-1%[57.5 µM]	27%[57.5 µM]
CCCNC(=O)c1ccc(-n2c(-c3ccccc3)cc3c2CCCCC3)cc1	-6%[57.5 µM]	7%
CCC(C)NC/C=C/c1ccccc1 (configuration not stated)	-7%	-1%

Laid out differently: entries from further up.
COC(=O)c1cc(N2CCOCC2)ccc1NC(=O)c1cccc(C#N)c1
  UDG counterscr: -13%
  AID inh: 6%

CCOCCCNC(=O)/C(C#N)=C\c1cccc(F)c1
  UDG counterscr: 5%
  AID inh: 4%

N#Cc1ccccc1CNc1cccc(Cl)c1F
  UDG counterscr: -3%
  AID inh: -3%

CCOc1ccc(S(=O)(=O)c2c(C(=O)c3ccc(C)c(C)c3)cnc3ccccc23)cc1
  UDG counterscr: -21%
  AID inh: ?

Carrying on:
SMILES	UDG counterscr	AID inh
COc1ccc(OCC(=O)OCc2cc(=O)n3nc(C4CCCCC4)sc3n2)cc1	36%[activator]	19%
CCC1CCc2c(sc(NC(=O)C3CC3)c2C#N)C1 (configuration not stated)	-4%	25%
COc1ccc(CNC(=O)c2ccc(NC(=O)N3CCSc4ccccc43)cc2)cc1	-2%	-3%
COc1ccc(-n2c(=O)c3c4c(sc3n(CC(=O)N3CCCCC3C)c2=O)CCC4)c(OC)c1 (configuration not stated)	-4%	-24%
Nc1nccnc1C(=O)NCCNC(=O)c1ccco1	8%	5%
CCN(CC)CCCn1c(-c2ccc(COc3cc(C)ccc3Cl)cc2)n[nH]c1=S	-7%	1%
COc1ccc(OC)c(NC(=O)CN2CCCN(Cc3ccccc3Cl)S2(=O)=O)c1	28%	-18%
Cc1cn2c(-c3ccccc3F)nc(=S)nc2s1	9%	6%
COc1ccc(OC)c(/C=C(\C#N)C(=O)Nc2cc(C(F)(F)F)ccc2Cl)c1	0%	-5%
C/C(=N\NC(=O)C1CC1c1ccc(C(C)(C)C)cc1)c1ccc(F)cc1 (configuration not stated)	14%	5%
Cc1ccc(NC(=O)C(C)OC(=O)c2csc(NCc3ccccc3)n2)cc1 (configuration not stated)	5%	3%
COC(=O)C1=C(C)N=C2SCCC(=O)N2C1c1ccc(OCc2ccccc2)c(OC)c1 (configuration not stated)	1%	0%
CCCC(=O)Nc1ccc(CNCc2cccnc2)cc1	-2%	17%
O=C(O)c1ccc(-c2cccc3ccccc23)s1	6%	-1%
Cc1ccc(NC(=O)Cn2nnc(-c3nc(-c4ccc(Cl)cc4)no3)c2N)cc1C	-7%	12%

Sorted by the number under AID inh (smallest number first): some entries from above.
SMILES | AID inh
CCc1cccc(NC(=O)c2n[nH]c(=O)c3ccccc23)c1 | -5%
Cc1ccc(-c2ccc(OC(=O)c3ccc(C)c(Br)c3)cc2)cc1 | -2%
O=C(O)c1ccc(-c2cccc3ccccc23)s1 | -1%

Four entries out of the list, ordered by molecular weight, ascending:
SMILES	UDG counterscr	AID inh
CCC1CCc2c(sc(NC(=O)C3CC3)c2C#N)C1 (configuration not stated)	-4%	25%
Cc1cn2c(-c3ccccc3F)nc(=S)nc2s1	9%	6%
COc1ccc(OCC(=O)OCc2cc(=O)n3nc(C4CCCCC4)sc3n2)cc1	36%[activator]	19%
COc1ccc(OC)c(NC(=O)CN2CCCN(Cc3ccccc3Cl)S2(=O)=O)c1	28%	-18%

Remaining list, next part
SMILES	UDG counterscr	AID inh
COc1ccc(CNC(=O)CCNS(=O)(=O)c2ccc3c(c2)oc(=O)n3C)cc1	3%	-14%
Cc1ccc(N2CCN(C(=O)Nc3cn(CC(C)C)c(=O)c4ccccc34)CC2)c(C)c1	-21%	-15%
O=C(C1CCCCC1)N(Cc1cccnc1)c1nc2ccc(Cl)cc2s1	1%&6%	-3%&-1%
CCc1nn(CC(=O)NCCCOC)c(=O)c2cc3ccccc3n12	22%	-17%
Cc1ccn2cc(-c3cc4cc(Cl)ccc4oc3=O)nc2c1	2%	-7%
COc1ccc(C(C)=O)cc1COC(=O)COc1cccc(Br)c1	-4%	-8%
CCN1C(C(=O)c2ccccc2)=C(OC(=O)c2ccccc2OC)c2ccccc2S1(=O)=O	5%	-1%
COc1cc(NC(=O)c2c(C)oc3c2C2=NCCN2C=N3)cc(OC)c1OC	-25%	3%
COc1ccc(C(=O)N2CCN(CCc3ccccn3)CC2)cc1	10%[57.5 µM]	30%[57.5 µM]
CC1(C)C2CCC1(C)C(NC(=O)CCNC(=O)C1CCCC1)C2 (configuration not stated)	-8%	-6%
O=C(CN1C(=O)CCn2nc(-c3ccccc3)cc21)NCc1ccc(F)cc1	4%	0%
O=C1CSc2ccc(C(=O)Nc3ccc(OC(F)F)cc3)cc2N1	-3%	14%
CC1(C)CC(NC(=O)c2ccccc2OCc2ccc(Cl)cc2)CC(C)(C)N1	-5%	-9%
COc1ccc(NC(=O)C(C)C)cc1Cl	-4%	3%
Cn1c(=O)c2c(-c3ccccc3Br)n(CCc3ccccc3)cc2n(C)c1=O	?	?
Cn1c(=O)c2sccc2n2c(CCC(=O)NCc3ccccc3Cl)nnc12	-16%	1%
Cc1cc(NC(=O)CSc2nc3c([nH]c4ccccc43)c(=O)n2-c2ccc(Cl)cc2)no1	-7%	6%
CCOc1ccc(NC(=O)CC2C(=O)N(c3ccccc3)C(=O)N2C2CCCCC2)cc1 (configuration not stated)	7%	2%
COC(=O)c1ccccc1NC(=O)Cn1c(=O)cc(-c2ccccc2)c2c(C)nn(C)c21	25%	-15%
CCCc1cc(=O)oc2cc(OCc3nn[nH]n3)ccc12	-14%	-10%
Cc1ccc(-c2csc(=Nc3ccccc3)n2Cc2ccc3c(c2)OCO3)cc1C	-23%	12%
CC(C)Nc1ncnc(N)c1[N+](=O)[O-]	-3%	-7%
O=C(COC(=O)c1ccccc1I)c1ccc([N+](=O)[O-])cc1	-16%	-6%
COc1ccc(-c2nc3cc(NC(=O)c4cccc([N+](=O)[O-])c4)ccc3o2)cc1	-16%	-13%
CSc1ncc2c(n1)-c1ccccc1N(Cc1ccc(F)cc1)S2(=O)=O	16%	23%
O=C1CCCC2=C1C(c1ccc(Cl)cc1)CC(=O)N2c1ccc(F)cc1 (configuration not stated)	-6%	3%
Cc1nn(C)c2c1c(C(F)(F)F)cc(=O)n2CC(=O)N1CCC(C)CC1	-11%	?
CCN(CC)CCNC(=O)c1cc(-c2ccco2)nc2ccccc12	4%	8%
C=CCn1c(SCC(N)=O)nc2c1c(=O)[nH]c(=O)n2C	-12%	3%
Cc1ccc(Cn2c(C(=O)O)c(CNC3CCCCCC3)c3ccc(C)cc32)cc1	-4%	?
CCN(CC)CCNC(=O)c1ccc(NC(=O)Cc2cccc(C(F)(F)F)c2)cc1	-6%	-5%
N#Cc1ccccc1OCc1ccccc1	0%	-8%
CCONC(=O)c1ccc(OCC(C)C)cc1	-3%	0%
O=C(NCc1ccc(Cl)cc1)c1cnc2sc(N3CCOCC3)nn2c1=O	39%[activator]	7%
Cc1cc(C)cc(NS(=O)(=O)c2ccc(NS(=O)(=O)c3ccccc3[N+](=O)[O-])cc2)c1	4%	-2%
CCOC(=O)Nc1ccc(OC)cc1	3%	4%
C=CCn1c(NCCCOC)nc2c1c(=O)[nH]c(=O)n2C	-6%	-7%
COc1ccccc1-c1cc(C(F)(F)F)nc(S(=O)(=O)CCCC(=O)Nc2cc(C)ccc2O)n1	-4%	32%[activator]
CS(=O)(=O)c1ccc(C(=O)CSc2ccc(F)cc2)cc1	3%	-9%
CC(C)OC(=O)CSc1nc2c(c(=O)[nH]c(=O)n2C)n1C	-2%	-2%
CN(CC(=O)NC(N)=O)Cc1ccsc1	3%	1%
CC(C)CN(C(=O)Cn1nc(-c2ccc(Cl)cc2)ccc1=O)C1CCS(=O)(=O)C1 (configuration not stated)	5%	-2%
Cc1ccc(NC(=O)c2ccc(Oc3nccnc3N3CCCCC3)cc2)cc1C	0%	-14%
O=C(c1ccccc1)N1CCCCC1CCN1CCCCC1 (configuration not stated)	-5%	77%[activator]
Cc1ccc(C)c(OCC(O)Cn2nc(C)c3ccccc3c2=O)c1 (configuration not stated)	2%	-3%
O=C(OCCOc1ccc(Br)cc1)c1ccccc1C(=O)c1ccc(Cl)cc1	-1%	-7%
CC(=O)NC(NC(C)=O)C(Cl)Cl	2%	-3%
Cc1ccc(C)c(NC(=O)Cn2c(=O)n(-c3ccc(CC(=O)NCC4CCCO4)cc3)c(=O)c3ccccc32)c1 (configuration not stated)	-3%	-4%
c1ccc(SCc2nc(-c3ccc(C4CCCCC4)cc3)cs2)cc1	4%	-3%
Cc1ccc(NC(=O)Nc2ccc3snnc3c2)cc1C	-4%	?
O=C(COC(=O)CC12CC3CC(CC(Br)(C3)C1)C2)Nc1ccccc1[N+](=O)[O-]	4%	-1%
Cc1cccc(-c2noc(CSc3nc(-c4ccc(F)cc4)cc(=O)[nH]3)n2)c1	24%	-24%
COc1ccc(CNC(=O)Cc2c(C)c3cc4c(C)coc4cc3oc2=O)cc1	9%	4%
COc1cccc(C(=O)CS(=O)(=O)c2ccc(C)cc2)c1	-5%	0%
COc1ccc(NC(=O)Cn2c(=O)n(Cc3ccco3)c(=O)c3oc4ccccc4c32)cc1Cl	4%	-20%
O=C(CCc1ncc(-c2ccc(Cl)cc2)o1)N1CCC(C(=O)N2CCCC2)CC1	7%	-1%
C#CCOc1c(I)cc(/C=C2/NC(=O)NC2=O)cc1OCC	4%	5%
